Bioassay records as filed in PubChem BioAssay.
NPY1 pot ag = potentiators or agonists of human neuropeptide Y receptor Y1. P25929. NPY-Y1 expressing cells, potentiator/agonist activation. activation, % at 3.6 µM. hit rate 0.37% among 220,000. AID 1304; in the data active means activation above about 33%, passing the limit was not always enough;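 further: cells stimulated with NPY at EC10 then isoproterenol at EC100; 0% = low agonist plus stimulus and 100% = saturating agonist plus stimulus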
TRPML3 agonist = human mucolipin-3 channel agonism; HEK293 TRPML3-YFP, Fluo-8 calcium fluorescence; 100% = the carbachol control signal; activation, % at 3 µM; hit rate 0.29% among 220,000;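 active means activation above its plate's cutoff, the mean activation of the plate's test wells plus 3 SD, cut at about 12% in these data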;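 further: 0% = DMSO only wells and 100% = carbachol wells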
Target sequence (Q8TDD5 whole entry, looked up): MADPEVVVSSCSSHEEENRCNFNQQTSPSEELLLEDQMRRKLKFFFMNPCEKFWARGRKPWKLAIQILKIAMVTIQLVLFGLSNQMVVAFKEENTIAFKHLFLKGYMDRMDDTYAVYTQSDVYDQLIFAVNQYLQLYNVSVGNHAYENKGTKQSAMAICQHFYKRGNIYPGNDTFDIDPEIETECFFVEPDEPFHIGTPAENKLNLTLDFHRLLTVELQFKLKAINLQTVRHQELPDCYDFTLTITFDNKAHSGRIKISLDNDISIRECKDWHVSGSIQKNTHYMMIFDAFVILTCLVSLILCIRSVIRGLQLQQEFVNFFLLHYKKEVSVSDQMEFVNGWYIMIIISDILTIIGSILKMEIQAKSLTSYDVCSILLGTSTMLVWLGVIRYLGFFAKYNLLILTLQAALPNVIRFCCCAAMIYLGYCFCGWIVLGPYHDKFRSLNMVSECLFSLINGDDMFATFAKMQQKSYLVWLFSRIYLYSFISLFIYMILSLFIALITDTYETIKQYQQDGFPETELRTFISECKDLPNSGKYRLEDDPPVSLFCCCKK
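Test system – HEK293 line with stable expression of human TRPML3-YFP channel · Control set – carbachol 87 µM final as high control (100%), DMSO as low control (0%) · Signal – Fluo-8 calcium dye fluorescence, ex 470-495, em 515-575 nm · Incubation – 1-h 37 °C dye load, 5-s basal, 120-s post-compound reads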
EP2 mod = modulators of human EP2 prostaglandin E2 receptor; P43116; hit rate 0.83% among 260,000; induction, % at 25 µM; EP2-expressing cells, cAMP HTRF FRET, PGE2 co-stimulation; AID 940;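 active means compounds whose cAMP rise, as percent of the full-agonist control response, exceeds 60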;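 further: rat C6 glioma line stably carrying human EP2 under a CMV promoter; the protocol text gives 20 µM as final concentration; 100% = response of wells given 1 µM PGE2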
Target sequence (P43116 whole entry, looked up): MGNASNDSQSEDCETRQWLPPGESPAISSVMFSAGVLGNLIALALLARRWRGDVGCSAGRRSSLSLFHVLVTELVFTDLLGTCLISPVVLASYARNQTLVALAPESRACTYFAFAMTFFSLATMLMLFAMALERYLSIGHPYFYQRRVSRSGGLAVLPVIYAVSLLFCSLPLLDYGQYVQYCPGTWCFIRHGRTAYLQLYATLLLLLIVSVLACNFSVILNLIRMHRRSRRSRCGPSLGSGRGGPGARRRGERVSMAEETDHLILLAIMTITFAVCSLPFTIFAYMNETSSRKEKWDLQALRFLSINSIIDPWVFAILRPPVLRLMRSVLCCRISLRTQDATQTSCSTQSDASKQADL
NPY-Y2 PAM-ag = potentiates or activates human NPY-Y2 receptor; hit rate 0.45% among 220,000; cells expressing NPY-Y2, potentiator/agonist read-out; activation, % at 3.6 µM; in the data active means activation above about 27%;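 further: cells stimulated with NPY near EC25 plus isoproterenol at EC100; 0% = vehicle plus submaximal agonist and 100% = vehicle plus saturating agonist; some results beyond the cut were filed as inactive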
zfTRPN1 agonist = agonists of zebrafish TRPN1 channel; activation, % at 3 µM; HEK293 zebrafish TRPN1-YFP, Fluo-8 calcium fluorescence; 100% = response to 87 µM carbachol; hit rate 0.18% among 220,000; AID 1424;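 active means activation above its plate's cutoff, the mean activation of test wells on that plate plus 3 SD, cut at about 19% in these data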;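 further: 0% = DMSO alone and 100% = 87 µM carbachol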
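Material: zebrafish TRPN1-YFP in HEK293 cells; Doses: single test compound dose, 3 µM nominal, 0.3% DMSO; Timing: dye loading 1 h at 37 °C, then 30 min room temperature; Technique: intracellular calcium fluorescence with Fluo-8; Benchmarks: high carbachol 87 µM, low DMSO alone.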
S1P4 antagonist = antagonists of human S1P4 receptor | O95977 | S1P4-expressing cells, antagonist mode, reporter read-out | inhibition, % at 4.98 µM | hit rate 0.26% among 220,000; in the data active means inhibition above about 29%;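 further: 0% = wells stimulated with agonist and 100% = vehicle wells without agonist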
S1P4 ag = human S1P4 receptor agonism; hit rate 0.35% among 220,000; O95977; activation, % at 4.98 µM; S1P4-expressing cell line, agonist reporter assay; in the data active means activation above about 11%;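 further: 0% = DMSO vehicle and 100% = reference agonist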
NPY Y1 blocker = blocks the human neuropeptide Y Y1 receptor. HEK293-CNG Y1 cells, membrane potential fluorescence; NPY at EC95, then isoproterenol. inhibition, % at 3.6 µM. hit rate 1% among 200,000. AID 1040;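 active means inhibition above the campaign mean inhibition of all tested compounds plus 3 SD, cut at about 20% in these data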;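 further: 0% = DMSO wells given NPY plus isoproterenol and 100% = isoproterenol alone without NPY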
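Material: HEK293 Y1/CNG channel cell line | Also added: NPY (25 nM), isoproterenol (1 µM), Ro 20-1724 (25 µM) | Compound: One concentration, 3.6 µM, in 0.4% DMSO | Schedule: 3 h dye uptake, 1 h room-temperature compound, 45 min post-isoproterenol | Signal: Membrane-potential fluorescent dye readout | Read-out: % inhibition of NPY effect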
CHOP inh = blocks CHOP induction under ER stress | inhibition, % at 10 µM | hit rate 3.8% among 220,000 | CHO-K1 CHOP-promoter luciferase, tunicamycin-induced, 15-18 h | AID 2732;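 active means compounds that reduced the stress-induced luciferase reporter signal by more than about 70% of percent inhibition, limit read from the data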;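 further: 0% = tunicamycin plus vehicle and 100% = wells without tunicamycin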
* hit, by the source's call; nt = not tested or not shown; & = joins results of further samples. The order is random; any-hit rate near 6.5%.

SMILES | NPY1 pot ag | TRPML3 agonist | EP2 mod | NPY-Y2 PAM-ag | zfTRPN1 agonist | S1P4 antagonist | S1P4 ag | NPY Y1 blocker | CHOP inh
Cc1ccc(-n2ncc3c(NCc4ccco4)ncnc32)cc1C | 14 | 0.2 | -63 | 4 | -2.6 | -1 | -0.3 | 1 | -36
CC(=O)c1ccc(N2CCN(S(=O)(=O)c3cccc(S(=O)(=O)N4CCOCC4)c3)CC2)cc1 | -8 | 1.2 | 15&5 | -4 | 1.0 | 6 | 2.6 | -3 | 20
N/C(=N\OC(=O)Nc1ccccc1)c1ncc([N+](=O)[O-])s1 | 9 | -0.3 | -26 | 17 | 1.5 | 16 | -0.1 | nt | -50
CC1=CC(C)C(CN(CCC[N+](C)(C)C)C(=O)Nc2ccccc2)C(C)C1 (configuration not stated) | -10 | 0.6 | -22 | -13 | -0.5 | -6 | 0.6 | nt | 1
C=CCn1c(O)c(N=O)c2cc(C)ccc21 | 9 | -0.1 | 26 | -14 | -0.6 | -5 | -1.4 | -1 | -9
Cc1cc2cc(CN(Cc3ccco3)S(=O)(=O)c3c(C)ccc4nsnc34)c(=O)[nH]c2cc1C | 18 | 0.5 | 23 | -3 | 1.1 | -23 | 1.9 | -2 | 20
Cc1cc(C)c2nc(NNC(=O)c3ccc(S(=O)(=O)N4CCCCC4)cc3)sc2c1 | -1 | 1.0 | 2 | 4 | 1.2 | -4 | 0.1 | 3 | 39
COc1ccc(-c2nc3ncccn3c2Nc2ccccc2)cc1 | 13 | -0.7 | -79 | 13 | -0.9 | -2 | 0.2 | 4 | -17
Cc1nc2cc(C(=O)O)ccc2n1-c1ccccc1 | 0 | 1.6 | 41 | -1 | 0.5 | -22 | -0.1 | -3 | 38
Cc1ccc(-c2c(C)n([O-])c3c([n+]2=O)CCC3)cc1 | -7 | 0.9 | 11 | -6 | 0.1 | -16 | 2.1 | 2 | 2
Cc1nc(N2CCC3(CC2)OCCO3)c2nnn(Cc3ccccc3F)c2n1 | 8 | 0.1 | -2&-26 | -5 | 0.3 | 5 | -1.6 | 3 | -25
Cc1ccc(Nc2ncccc2C(N)=O)cc1 | 0 | -0.1 | -16 | 4 | -0.4 | 11 | -0.4 | -1 | 20
O=C(Nc1ncccc1O)c1cccc(S(=O)(=O)N2CCc3ccccc32)c1 | 3 | 4.1 | -14 | 0 | 1.5 | 0 | 1.2 | 7 | 6
Nn1c(Cc2cccc3ccccc23)nnc1SC1CCOC1=O (configuration not stated) | 24 | 0.3 | -9 | -7 | 0.0 | -6 | 1.2 | 3 | 7
COc1c2c(nc3occc13)C(CC=C(C)C)(OC)C(OC(C)=O)CC2 (configuration not stated) | -11 | 0.2 | 46 | -1 | -0.1 | -6 | 0.6 | 2 | 26
Cc1cc(N2CCN(c3ccccc3)CC2)n2ncnc2n1 | -7 | 1.5 | -12 | 8 | 0.3 | -3 | 0.3 | -8 | -15
O=C1c2ccccc2C(=O)N1OS(=O)(=O)c1ccccc1 | 10 | 0.4 | -88 | 1 | 0.3 | 2 | 2.5 | -4 | 108*
Clc1ccccc1CN(Cc1ccco1)Cc1nnnn1C1CCCC1 | -23 | 0.2 | 42 | 8 | -0.7 | 10 | 2.5 | 6 | 37
Cc1ccc2nc(-c3ccc(N4C(=O)CC(N5CCCC(C)C5)C4=O)cc3)sc2c1 (configuration not stated) | -7 | 0.7 | -12 | -14 | 3.0 | -12 | 0.0 | 2 | 3
CC1(C)CC(NCCN2CCN(C3=CC(=C(C#N)C#N)CC(C)(C)C3)CC2)=CC(=C(C#N)C#N)C1 | 2 | 0.8 | -21 | 10 | 0.7 | 2 | 1.8 | -1 | 16
COc1ccc(NC(=O)/C=C/c2ccc(Br)o2)cn1 | 4 | 1.3 | -23 | -5 | 2.2 | -3 | -0.1 | -3 | -20
Cc1cccc(NC(=S)N(C)C2CCCCC2)c1 | -15 | 0.5 | -10 | -5 | -0.3 | 4 | 1.2 | -1 | 1
O=C(Oc1ccc[nH]c1=O)c1cc([N+](=O)[O-])cc([N+](=O)[O-])c1 | 0 | 0.2 | 25 | -2 | 1.6 | -2 | -0.1 | nt | 18
COCCNC(=O)CSc1ccc(Cl)cc1 | -13 | -0.2 | 13 | -6 | 0.4 | 6 | 7.6 | 0 | 4
O=C(NC(O)C(=O)c1cccs1)c1cccnc1 (configuration not stated) | -2 | -0.1 | 1 | -10 | 0.6 | -7 | 0.6 | 4 | 8
CCOC(=O)C1C(=O)CC(=O)CC1CC(C)SCC (configuration not stated) | -3 | -0.1 | 23 | 4 | 0.3 | 3 | 1.2 | -2 | -30
CCOC(=O)CSc1nc(C)c(C(C)=O)cc1C(N)=O | 7 | 0.2 | 16 | -2 | 1.8 | 3 | -0.2 | -10 | 7
CCOC(=O)c1c(NC(=O)CC2SC(=NC)N(C)C2=O)sc(C)c1C (configuration not stated) | 8 | 0.8 | 1 | 2 | -0.3 | -3 | -0.9 | -4 | 6
O=C(NCc1cccs1)c1ccccc1[N+](=O)[O-] | 10 | 0.8 | 0 | -12 | 1.6 | -22 | 1.1 | 2 | -8
COCCNC(=O)c1c(N)n(-c2cccc(C)c2)c2nc3ccccc3nc12 | 3 | 0.2 | 19 | 2 | 1.1 | -2 | 1.1 | -3 | 77*
CN1C=C/C(=C\c2cc[n+](C)c3ccccc23)c2ccccc21 | -7 | 0.4 | -38 | 1 | 1.1 | -11 | -1.2 | 7 | 13
COc1ccc2nc(N3CCC(O)CC3)c(C#N)cc2c1 | 7 | 0.1 | -10 | 2 | 1.6 | -7 | 1.5 | 5 | 9
O=C(Cc1c(F)cccc1Cl)NCCN1CCOCC1 | -8 | 0.1 | -22&-14 | 1 | 0.0 | 5 | 0.1 | 3 | 24
COCCn1c(CN2CCN(c3ccc(OC)cc3)CC2)nc2c1c(=O)n(C)c(=O)n2C | -5 | 0.2 | 16 | -13 | 1.3 | 0 | 1.9 | -6 | -8
c1ccc(-c2cn3c(n2)CCc2ccc4cccnc4c2-3)cc1 | 4 | -0.4 | -25 | 4 | -0.7 | -5 | -1.5 | -4 | 21
Cc1nn(-c2nnc(NC3CCCCC3)nn2)c(C)c1Br | 26 | 0.0 | -29 | 13 | -0.7 | -2 | 0.6 | 0 | -34
C/C(CC(=O)NCCCN1CCOCC1)=N\NC(=O)COc1cccc2ccccc12 | -16 | 0.7 | -14 | 7 | 0.8 | -21 | -2.5 | 1 | -37
O=C(Cc1ccc([N+](=O)[O-])cc1)Nc1nnc(C2CC2)s1 | 9 | 0.4 | -9 | -5 | 3.9 | -8 | -2.4 | 2 | -13
Cc1ccc(NC(=O)CN(C)C(=O)COc2cccc3cccnc23)cc1 | -13 | 0.6 | 9 | 6 | 0.5 | -7 | 0.0 | -1 | 14
CCN(CC)c1nc(Nc2ccccc2)nc(Oc2ccc(C(=O)OC)cc2)n1 | 3 | 1.0 | 11 | -9 | 0.5 | -13 | 0.9 | 2 | 42
CC(C)Cn1c(N)c(C(=O)COC(=O)c2ccc(O)cc2)c(=O)n(C)c1=O | 5 | 1.6 | -41 | 5 | 2.4 | -21 | 0.3 | 0 | 29
Cc1ccc(C)c(CSc2nc3[nH]ncc3c(=O)[nH]2)c1 | -12 | 1.9 | 48 | -15 | 1.5 | -12 | 0.6 | 12 | 40
CCC1c2ccc(C)n2CCN1C(=O)Nc1ccccc1C(=O)OC (configuration not stated) | -16 | -0.1 | 50 | -6 | -1.3 | -5 | -1.8 | 15 | 7
Cc1ccccc1Nc1c(-c2cccnc2)nc2cccc(C)n12 | 39* | 2.1 | 28 | 29* | 9.3 | -24 | 1.6 | -2 | 3
Cc1cc(C(=O)NNc2ccc(Cl)cc2)no1 | 4 | 0.4 | 3 | 13 | 0.9 | 3 | -0.9 | nt | 7
Cc1ccc(NC(=O)c2sc3nc(C)nc(N4CCN(c5ccccn5)CC4)c3c2C)c(C)c1 | -32 | 0.8 | -7 | -7 | -0.2 | -9 | -0.2 | 3 | 5
CCNC(=O)/C(C#N)=C/c1c(N2CCOCC2)nc2ccccn2c1=O | -26 | 0.4 | 0 | 2 | 0.0 | -5 | 1.1 | -2 | 9
COc1ccc(S(=O)(=O)N2CCC(C(=O)N3CCOCC3)CC2)cc1OC | 6 | 0.8 | 20 | 16 | 0.6 | -6 | -1.0 | 5 | 40
O=C(N/N=C/c1cccnc1)c1[nH]ncc1Br | 12 | 0.1 | -21 | 2 | -0.2 | -3 | -1.7 | 5 | -17
CCn1nc(C)c(Br)c1-c1nc(CS(=O)(=O)c2ccc(F)cc2)no1 | -20 | -1.5 | 21 | 0 | -2.7 | -4 | 0.0 | nt | 6
Cc1ccc(NC(=O)c2cc(C(=O)c3cc(Cl)ccc3O)cn(-c3ccc(C)cc3)c2=O)cc1 | -18 | 1.1 | -13 | -2 | 0.9 | -14 | 0.7 | 0 | 68
COc1ccccc1NC(=O)N1CCN(C)CC1 | 15 | 1.1 | 31 | 0 | 0.0 | -34 | 0.8 | 3 | 4
COC(=O)c1cccnc1SCc1ccccc1 | -13 | -1.0 | 34 | -16 | -1.8 | -14 | 2.0 | 5 | -1
Cn1nc(C(F)(F)F)cc1C(=O)O | -6 | 1.2 | 22 | 3 | 0.2 | -5 | 0.8 | nt | 14
C=CCn1c(C)cc(C(=O)CSc2nnc(Cc3ccccc3)o2)c1C | -56 | -1.3 | 15 | -32 | 1.0 | -5 | 0.0 | 21* | 8
O=C1CC(NNc2nc3ccccc3s2)C(=O)N1c1ccccc1 (configuration not stated) | 10 | 0.6 | -32 | 3 | 0.9 | -19 | -0.1 | -3 | -8
COc1ccc(C(C)=O)cc1COc1ccc(Cl)c(C)c1 | -5 | 0.1 | 29 | -15 | 0.8 | 6 | 0.0 | nt | 5
CC1CC(C)CN(C(=S)Nc2ccc(OC(F)F)cc2)C1 (configuration not stated) | 11 | 0.0 | -21 | 15 | -1.4 | -1 | 1.2 | -2 | 6
COc1cc(C(=O)O)nc(OC)n1 | 15 | 1.9 | -1 | 2 | 1.9 | 7 | 0.0 | -1 | 8
C#CCNc1c(C)c(C)nc2ncnn12 | 12 | 0.3 | 21 | 8 | 0.7 | -3 | 1.0 | -1 | 7
O=C(Cn1cc([N+](=O)[O-])cn1)Nc1ccn(Cc2c(F)c(F)c(F)c(F)c2F)n1 | 10 | 0.3 | 16 | 9 | -0.4 | 2 | -4.2 | 3 | 26
CCNC(=O)NCCNC(=O)c1cc(OCC(F)(F)F)ccc1OCC(F)(F)F | -6 | 0.6 | 4 | 2 | -0.5 | -9 | -0.2 | 3 | -9
